CRFBP-R2 agonist = agonists of CRF-BP/CRF-R2 complex, primary screen, cell-based, HEK293, calcium dye fluorescence, uHTS; calcium dye fluorescence (FLIPR); percent of saturating CRF peptide response; activation, % at 13.2 µM; 0.46% of 350,000 active; AID 588473, 2011;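 active = activation of at least 50%, plus an integration ratio under a set limit after plate pattern correction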;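 note: plate controls were neutral control wells without compound for no effect and CRF at EC100 for full effect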
CHRM5 agonist = human M5 muscarinic receptor agonists, primary screen, CHO-K1 cells, Fluo-8 calcium fluorescence; Muscarinic acetylcholine receptor M5 (Homo sapiens), P08912; CHO-K1 hM5 cells; 0% DMSO wells, 100% maximal acetylcholine response; activation, % at 3 µM; 0.19% of 360,000 active; AID 624037, 2012;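 active = activation above the run's mean over test compounds plus 3 SD, cut at about 23% in these data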;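 note: signal is peak over basal fluorescence ratio across the kinetic read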
Target sequence (P08912 whole entry, looked up): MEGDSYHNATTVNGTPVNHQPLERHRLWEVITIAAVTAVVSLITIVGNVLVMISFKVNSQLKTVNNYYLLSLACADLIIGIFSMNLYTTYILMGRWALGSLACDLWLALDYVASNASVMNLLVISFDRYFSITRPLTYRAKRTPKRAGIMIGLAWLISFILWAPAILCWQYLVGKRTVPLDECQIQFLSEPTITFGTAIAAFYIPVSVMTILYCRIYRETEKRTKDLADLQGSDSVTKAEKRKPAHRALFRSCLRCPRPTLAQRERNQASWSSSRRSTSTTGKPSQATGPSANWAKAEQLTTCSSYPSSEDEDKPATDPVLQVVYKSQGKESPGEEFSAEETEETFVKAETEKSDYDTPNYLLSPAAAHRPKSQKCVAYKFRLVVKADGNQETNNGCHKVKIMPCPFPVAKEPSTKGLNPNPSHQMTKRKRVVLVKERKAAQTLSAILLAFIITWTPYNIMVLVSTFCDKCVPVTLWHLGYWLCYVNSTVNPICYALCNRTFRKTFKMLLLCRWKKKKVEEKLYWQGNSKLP
M5 antag = human M5 muscarinic receptor antagonists, primary screen, CHO cells, Fluo-8 calcium fluorescence | Muscarinic acetylcholine receptor M5 (Homo sapiens), P08912 | CHO-hM5 cells, ACh EC80 | inhibition, % at 3 µM | 0.59% of 360,000 active | AID 624040, 2012;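 active = inhibition above a per-plate cutoff, the mean of that plate's test compounds plus 3 SD, cut at about 27% in these data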;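 note: 0% = acetylcholine EC80 with DMSO and 100% = DMSO without agonist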
CHRM4 agonist = human M4 muscarinic receptor agonists, primary screen, CHO-K1 cells, Fluo-8 calcium fluorescence | Muscarinic acetylcholine receptor M4 (Homo sapiens), P08173 | CHO-K1 hM4/Gqi5; vehicle 0%, full acetylcholine response 100% | activation, % at 3 µM | 0.14% of 360,000 active;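 active = activation above the run mean over all test wells plus 3 SD, cut at about 32% in these data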;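 note: peak over basal fluorescence ratio per well then scaled between controls; 0% = DMSO wells and 100% = acetylcholine at EC100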
IDE inh = human IDE inhibitors in live cells, primary screen, fluorescence polarization, HEK cells, FAbetaB substrate. Insulin-degrading enzyme (Homo sapiens), P14735. inhibition, % at 5.59 µM. FAbetaB cleavage. AID 434962, 2010. 0.41% of 320,000 active;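 active = percent inhibition above the average of all tested compounds plus 3 SD, set per screening campaign, cut at about 16% in these data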;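 note: IDE supplied by intact live HEK cells; FP after avidin binding of uncleaved biotin substrate so inhibition keeps polarization high; 0% = DMSO wells and 100% = 60 µM reference IDE inhibitor Ii1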
CHRM4 PAM = human M4 muscarinic receptor positive allosteric modulators, primary screen, CHO-K1 cells, Fluo-8 calcium fluorescence; Muscarinic acetylcholine receptor M4 (Homo sapiens), P08173; CHO-K1 hM4/Gqi5, ACh EC20; 0% = ACh EC20, 100% = maximal ACh; activation, % at 3 µM; 0.4% of 360,000 active;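 active = activation above its plate's cutoff, the mean activation of sample wells plus 3 SD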; note: some results filed as inactive read as strong as hits
M5 PAM = human M5 muscarinic receptor positive allosteric modulators, primary screen, CHO-K1 cells, Fluo-8 calcium fluorescence. CHO-K1 hM5, ACh EC20 PAM; 0% = ACh EC20, 100% = ACh EC100. activation, % at 3 µM. 0.3% of 360,000 active. AID 624038, 2012;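 active = activation above the run cutoff, the mean activation of all test compounds plus 3 SD, cut at about 18% in these data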
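System – CHO-K1 hM5 cells · Compound – 3 µM, single dose · Incubation – compound preincubation 140 s before EC20 acetylcholine addition · Technique – Fluo-8 calcium fluorescence · Measure – Max/basal fluorescence ratio as % of EC20–EC100 ACh window · Benchmarks – low control EC20 acetylcholine (0%), high control EC100 acetylcholine (100%) · Replication – singlicate, one well per test compound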
CRFR2-BP antag = antagonists of CRF-BP/CRF-R2 complex, primary screen, cell-based, HEK293, calcium dye fluorescence, uHTS; CRF-induced calcium fluorescence; inhibition, % at 11.8 µM; 0.59% of 350,000 active; AID 588475, 2011;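 active = inhibition of the ligand-induced calcium signal above about 50% at the single tested concentration, limit read from the data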
CHRM4 antagonist = human M4 muscarinic receptor antagonists, primary screen, CHO cells, Fluo-8 calcium fluorescence | Muscarinic acetylcholine receptor M4 (Homo sapiens), P08173 | CHO-hM4 cells, ACh EC80 | inhibition, % at 3 µM | 0.73% of 360,000 active | AID 624125, 2012;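 active = inhibition above its plate's cutoff, the mean inhibition of sample wells plus 3 SD, cut at about 27% in these data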;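 note: 0% = acetylcholine EC80 with DMSO and 100% = DMSO without agonist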
The depositor's hits bear a star; nt = no result given.

Molecule	CRFBP-R2 agonist	CHRM5 agonist	M5 antag	CHRM4 agonist	IDE inh	CHRM4 PAM	M5 PAM	CRFR2-BP antag	CHRM4 antagonist
CC(C)OC(=O)N(C)C[C@@H]1OCc2cn(nn2)CCCC(=O)N([C@H](C)CO)C[C@H]1C	0.0	1	-9	1	nt	7	3	2	-7
O=c1[nH]cnc2cc(Cl)ccc12	-0.9	-4	-4	1	0	8	-7	3	-10
CN(C)c1nc(OCCNC(=O)COc2ccccc2Cl)nc(N(C)C)n1	-1.8	-6	5	0	8	-2	-4	7	2
Cc1ccc(-c2csc3nc4cc(C(=O)NC5CCC(O)CC5)ccc4c(=O)n23)cc1 (stereo unspecified)	-0.7	0	18	8	3	1	-16	-3	9
CCOc1ccsc1C(=O)OC	1.3	3	4	0	1	-8	1	-20	4
COc1ccc(C(=O)O)cc1S(=O)(=O)Nc1cc(C(F)(F)F)ccc1N1CCCCC1	-1.7	3	-5	3	nt	-1	1	-1	-5
CC(C)NC(=O)/C(=C/c1ccco1)c1ccccc1	0.1	-6	11	0	-2	-1	-2	9	13
COc1ccc(OCC(=O)NNC(=O)c2ccccc2OCc2c(C)noc2C)cc1	-0.3	2	6	2	0	5	-2	3	-5
Cc1cc(C(=O)COc2ccc(Br)cc2F)c(C)n1CC1CCCO1 (stereo unspecified)	-1.8	1	3	1	nt	5	-1	17	-2
Cc1occc1-c1nc(-c2ccncc2)no1	-2.1	2	5	1	1	6	-3	14	-6
Cc1ccc(C(=O)N/C(=C/c2ccco2)C(=O)N2CCCCCC2)cc1	0.2	0	15	0	5	-6	-5	0	10
Cn1cccc1C(=O)NCc1ccccn1	-0.9	-3	5	0	nt	11	2	6	-6
CCc1ccccc1NC(=O)N1CCc2ccccc21	-0.5	-3	11	0	-8	-8	-3	5	7
O=C(c1ccc(S(=O)(=O)c2ccccc2)cc1)N1CCc2ccccc2C1	2.3	3	8	6	2	-4	-4	-3	1
Cc1ccc(NC(=S)N2CCC(C(=O)c3ccc(F)cc3)CC2)cc1C	0.0	-4	2	3	nt	3	2	5	-8
CC1CC(C)CN(S(=O)(=O)N2CCC(C(=O)NCCc3ccccc3)CC2)C1 (stereo unspecified)	-0.3	-4	4	2	0	9	-2	-3	-1
Cc1ccc(S(=O)(=O)c2cc3c(=O)n4ccccc4nc3n(Cc3ccco3)c2=N)cc1	66*	-2	3	0	3	24	8	-2	-9
CC(OC(=O)c1cccc(NS(C)(=O)=O)c1)C(=O)Nc1ccc(N2CCOCC2)cc1 (stereo unspecified)	-0.5	0	7	1	0	6	-2	2	5
O=C(Cn1cnc2c(nnn2-c2ccc(F)cc2)c1=O)NCc1ccco1	-0.9	0	1	0	8	0	-3	5	3
O=C1OC(c2ccco2)=N/C1=C\c1ccc(-c2cccc(C(F)(F)F)c2)o1	1.4	-2	12	1	2	3	-1	2	-2
O=C(CN1C(=O)/C(=C/c2ccccc2F)SC1=S)NC1C=CS(=O)(=O)C1 (stereo unspecified)	3.2	1	4	1	0	-4	-1	6	6
O=C(COC(=O)c1ccccc1C(=O)c1ccccc1)NCCc1ccccc1	0.3	-4	-5	6	2	2	-1	15	-29
CC(C)(C)OC(=O)N1CCc2onc(-c3ccccc3F)c2C1=O	0.7	1	-9	0	nt	0	2	-6	-16
N#Cc1c(-c2ccccc2)cc(C2CC2)nc1SCC(=O)c1cccs1	8.0	-2	8	-1	nt	3	0	11	-3
CCOc1ccc(OCC)c(NC(=O)C2CCN(S(=O)(=O)c3c(C)[nH]c(=O)[nH]c3=O)CC2)c1	0.2	2	-4	1	-2	12	8	-4	-2
CC1(C)Cc2cccc(OCC(=O)N3CCN(S(=O)(=O)c4ccccc4)CC3)c2O1	-1.6	-1	-3	4	1	7	-2	-3	-7
CCCCCC(=O)N1C[C@@H](O)[C@H](n2cc(COC(=O)c3ccccc3)nn2)C[C@@H]1c1ccccc1	0.8	-1	-3	7	nt	2	3	-28	-15
CCOCCCN(C(=O)Cn1nnc(-c2ccc(C)o2)n1)C(C(=O)NCC1CCCO1)c1ccc(F)cc1 (stereo unspecified)	0.3	2	10	0	3	6	-4	-5	-14
O=C(/C=C/c1ccccc1)Nc1ccc(C(=O)N2CCCCC2)cc1	-0.3	0	-7	3	-3	-4	-3	-10	0
Cc1cccc(-c2nn(-c3ccccc3)cc2C(=O)N(C)CC(=O)Nc2ccc(N3CCOCC3)cc2)c1	0.6	-3	-2	0	0	0	7	-14	-4
CC1(c2ccccc2)NC(=O)N(CC(=O)Nc2ccc3c(c2)OCO3)C1=O (stereo unspecified)	-1.6	-3	2	2	-1	4	-1	-1	2
O=C(NCc1ccco1)c1ccc2c(=O)n(CC3CCCO3)c(=S)[nH]c2c1 (stereo unspecified)	-1.7	0	-7	7	-5	-6	-2	12	-8
CCCC(=O)Nc1ccccc1NC(=O)CN(C)S(=O)(=O)c1ccccc1	2.0	-1	-4	3	-1	4	4	1	-3
CCc1cc2c3c(c(=O)oc2cc1OC)CCCC3	-2.8	-13	-1	-1	1	-10	2	-26	8
Cc1ccc(S(=O)(=O)N2CCN(C(=O)c3ccco3)CC2)c(C)c1	-0.5	0	12	0	2	-4	-4	-9	9
CC1CN(Cc2ccccc2)c2nc3c(c(=O)n(CC(N)=O)c(=O)n3C)n2C1 (stereo unspecified)	-0.3	-7	7	1	-3	-6	4	-2	-21
O=C1CN(C(=O)c2c(F)cccc2F)C(c2ccccc2)c2cc(Br)ccc2N1 (stereo unspecified)	5.5	1	13	4	-1	-4	-2	2	-2
CCC(CC)C(=O)NCCc1ccc(F)cc1	0.2	-2	-13	0	5	-3	5	-6	1
COc1ccc2[nH]c(C)c(CN3CCC(C)CC3)c(=O)c2c1	-0.8	1	8	2	1	0	-5	-19	0
O=C(Nc1cccc2c1CCCC2)c1ccccc1F	1.5	-4	7	-1	1	-6	-3	31	-10
COc1cc(CN2CC(=O)N(c3ccc(C)c(C)c3)C2=S)cc(OC)c1OC	-1.1	1	0	0	2	-3	-4	15	7
CCn1c(SCc2ccc(C)cc2)nnc1-c1nn(-c2ccccc2)ccc1=O	-0.5	3	-1	2	-2	8	-1	-13	12
O=C(C1CCCO1)N1CCN(c2ccccn2)CC1 (stereo unspecified)	1.9	1	-3	1	-3	0	5	9	-4
COc1ccc(NC(=O)N(C)C[C@@H]2OCc3cnnn3CCCC(=O)N([C@H](C)CO)C[C@H]2C)cc1	-2.0	-1	-2	0	nt	8	1	17	2
CCOc1ccc(CCNC(=O)C2CCN(c3nnc(-n4cccc4)s3)CC2)cc1	-0.1	-2	-7	2	4	-1	0	8	-13
COc1ccccc1C(=O)NCCn1ccc2ccccc21	-2.2	-4	-1	4	-2	-9	-5	8	0
Cc1ncc([N+](=O)[O-])n1CC(=O)NC1CCCC1	0.0	1	1	2	0	7	-3	9	1
COc1ccc(-n2c(SCC(=O)Nc3cc(C)on3)nc3c([nH]c4ccccc43)c2=O)cc1	-1.8	-3	5	0	2	11	-1	18	-34
COC(=O)[C@@]1(C)[C@H]2C(=O)N(C)C(=O)[C@H]2[C@H]2CN=C(SCC(=O)c3ccccc3)N21	-3.3	1	-8	1	nt	-1	7	-6	-6
CC(=O)NS(=O)(=O)c1ccc(NC(=S)NC(=O)C(C)C)cc1	3.0	-2	-8	0	0	5	6	21	-14

Further structures:
Molecule	CRFBP-R2 agonist	CHRM5 agonist	M5 antag	CHRM4 agonist	IDE inh	CHRM4 PAM	M5 PAM	CRFR2-BP antag	CHRM4 antagonist
Cc1ccc(Cc2cc(-c3ccc(C)cc3)n[nH]c2=O)cc1	-0.6	3	4	0	9	-4	5	0	-2
O=C(O)CSC(NC(=O)c1cccnc1)(C(F)(F)F)C(F)(F)F	-1.2	2	-3	2	-1	0	3	19	4
CCCCNC(=O)Cn1c2c(c(-c3ccccc3Cl)cc1=O)CCC2	-1.1	-2	-3	2	0	8	1	-21	-15
O=C(Nc1ccccc1F)C1(c2ccccc2)CC1(Cl)Cl (stereo unspecified)	0.2	-5	-8	-2	11	-3	4	10	-6
COc1cc(/C=C/C(=O)OCC(=O)c2c[nH]c3ccccc23)ccc1OC(F)F	-1.1	0	7	5	4	1	-8	-22	-1
COc1ccccc1CNC(=O)[C@H](C)NC(=O)C1CCN(C(=O)[C@@H](N)C(C)C)CC1	-0.4	0	2	0	6	5	3	-8	-13
Cn1c(CNS(=O)(=O)c2ccc(Cl)cc2)cc(=O)n(C)c1=O	-0.8	-3	11	3	-2	-11	-1	4	2
CSc1ccccc1C(=O)Nc1ccc(C)c(C)c1	0.6	1	-1	1	6	-2	-4	2	2
S=C1NNC2(NN1)C1CC3CC(C1)CC2C3	-0.6	-2	-6	0	3	-2	-1	-5	-2

High-throughput results: PubChem, several laboratories
